Screening results (PubChem BioAssay)
TDP1 block: TDP1 (human) enzyme inhibition; Q9NUW8; recombinant TDP1, AlphaScreen DNA substrate cleavage; Potency, µM (top dose mostly 130 µM), without a hit: at the top dose activity change, negative = inhibition, hits mostly inhibitors; 350,000 tested, 0.28% active; AID 485290; note: nearly all actives have a fitted effect of over 40% in size
Target sequence (Q9NUW8 whole entry, looked up): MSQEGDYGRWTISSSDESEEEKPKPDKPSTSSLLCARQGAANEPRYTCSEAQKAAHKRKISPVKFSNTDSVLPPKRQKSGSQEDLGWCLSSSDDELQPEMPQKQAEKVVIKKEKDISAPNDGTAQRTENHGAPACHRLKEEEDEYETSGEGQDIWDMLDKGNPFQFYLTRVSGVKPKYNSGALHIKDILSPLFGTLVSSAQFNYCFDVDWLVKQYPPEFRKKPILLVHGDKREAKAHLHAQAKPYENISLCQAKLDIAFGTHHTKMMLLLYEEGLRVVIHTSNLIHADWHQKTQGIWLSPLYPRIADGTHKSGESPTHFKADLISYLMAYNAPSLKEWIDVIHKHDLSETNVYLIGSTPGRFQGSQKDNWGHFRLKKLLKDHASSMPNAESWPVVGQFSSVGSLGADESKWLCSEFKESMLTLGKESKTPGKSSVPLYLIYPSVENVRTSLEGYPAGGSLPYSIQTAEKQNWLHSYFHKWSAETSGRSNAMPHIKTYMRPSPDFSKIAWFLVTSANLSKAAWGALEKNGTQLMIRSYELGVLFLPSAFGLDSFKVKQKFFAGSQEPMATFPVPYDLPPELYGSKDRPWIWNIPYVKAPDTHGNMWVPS
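Enzyme-compound mixtures sat 15 min at room temperature, followed by a 5 min reaction with 15 nM final substrate and 10 min with AlphaScreen beads. Recombinant human Tdp1 was used at 1 nM final.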
TDP1 cell noCPT: qHTS for Inhibitors of human tyrosyl-DNA phosphodiesterase 1 (TDP1): qHTS in cells in absence of CPT. 420,000 tested, 15% active. DT40 Tdp1-/- hTDP1 cells, no CPT, ATP luminescence, 48 h. Potency, µM (highest dose often 46.2 µM), inactives show at the highest dose activity change, negative = growth inhibition, actives largely listed as inhibitors; note: nearly all actives have a fitted effect of over 55% in size
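No-CPT arm: Tdp1-/-;hTDP1 DT40 cells (400/well) plus compounds, incubated ≥48 hr at 37 °C. Readout CellTiter-Glo luminescence.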
TDP1 cell CPT: growth inhibition of DT40 Tdp1-/-;hTDP1 cells with camptothecin (screen for TDP1 inhibitors). chicken DT40 Tdp1-/-;hTDP1 cells + 20 nM CPT, ATP luminescence, 48 h. Potency, µM (highest dose often 46.2 µM), inactives show top-dose activity change, negative = growth inhibition, hits mostly inhibitors. 420,000 tested, 12% active; note: nearly all actives have a fitted effect of over 55% in size
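Chicken DT40 Tdp1-/- cells complemented with human TDP1, 400 cells/well, exposed to compounds plus 20 nM camptothecin for at least 48 h at 37 C; viability read as ATP content by CellTiter-Glo luminescence.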
* = called active by the depositor; ? = inconclusive; nt = no result given; [ ] = dose if it differs, or a comment. Calls come from the whole dose curve; as a rule, active = well fitted curve in the direction sought with a large enough effect; inconclusive = small, poorly fitted or top-dose-only effect, or another doubt; inactive = no such curve, though single readings can be large; an effect the other way counts as inactive or inconclusive. % is set by controls: 0 for no effect and ±100 for the full control effect; potency is the fitted concentration of half-maximal effect. Compounds were not picked by outcome; overall some 18% were active at least once.

Start of the data: the first 6 records (preview)
SMILES	TDP1 block	TDP1 cell noCPT	TDP1 cell CPT
OC(c1ccc(F)cc1)c1nc(/C=C/c2ccccc2)cs1 (stereo not drawn)	nt	-23.7%	?
CCOc1ccccc1NC(=S)N1CCN(c2cccc(OC)c2)CC1	5.4%	?	20.6µM*
CC(C)Sc1nc2ncnc(N)c2[nH]1	5.9%	-22.4%	-0.4%
O=C(O)CNc1ccccc1C(=O)O	nt	-1.7%	2.5%
COc1ccc(OC)c(S(=O)(=O)N(C)CC(=O)Nc2ccc3c(c2)OCO3)c1	5.5%	-7.1%	-14.3%
CN(C)CC(C)(C)NS(=O)(=O)c1ccc(Cl)cc1	-1.9%	-7.8%	-3.0%

Main list, previewed entries included:
SMILES	TDP1 block	TDP1 cell noCPT	TDP1 cell CPT
OC(c1ccc(F)cc1)c1nc(/C=C/c2ccccc2)cs1 (stereo not drawn)	nt	-23.7%	?
CCOc1ccccc1NC(=S)N1CCN(c2cccc(OC)c2)CC1	5.4%	?	20.6µM*
CC(C)Sc1nc2ncnc(N)c2[nH]1	5.9%	-22.4%	-0.4%
O=C(O)CNc1ccccc1C(=O)O	nt	-1.7%	2.5%
COc1ccc(OC)c(S(=O)(=O)N(C)CC(=O)Nc2ccc3c(c2)OCO3)c1	5.5%	-7.1%	-14.3%
CN(C)CC(C)(C)NS(=O)(=O)c1ccc(Cl)cc1	-1.9%	-7.8%	-3.0%
CC(C)CNC(=O)c1ccccc1Oc1ccccc1	3.0%	?	-14.8%
CCN(CC)P(=O)(Nc1ccc(SC(F)F)cc1)c1ccc(N(C)C)cc1NC(=O)c1ccco1 (stereo not drawn)	7.5%	?	?
COc1ccc(-c2cc(-c3ccc(O)cc3)nc(N)c2C#N)cc1OC	-2.8%	?	?
CCOc1cc(C2C3=C(CC(C)(C)CC3=O)Nc3n[nH]c(C)c32)ccc1O (stereo not drawn)	-7.5%	-24.4%	-5.5%
CC(O)(c1cccc(F)c1)c1nc(-c2cccc(C(F)(F)F)c2)cs1 (stereo not drawn)	nt	?	29.1µM*
COc1cc(OC)cc(C(=O)NCCCN2CCN(CCCNC(=O)c3cc(OC)cc(OC)c3)CC2)c1	0.6%	?	6.1%
Cc1cc(C)c(OCCN2CCOCC2)c(Cl)c1	nt	1.1%	-26.0%
COc1ccc(N2CCN(C(=O)c3cc4c(=O)n(Cc5ccco5)ccc4nc3C)CC2)cc1	5.8%	?	?
O=C(CSc1ncn[nH]1)N1CCN(S(=O)(=O)c2ccc(Cl)cc2)CC1	-5.1%	-10.9%	-11.6%
Brc1cnc(OCc2ccccc2)nc1OCc1ccccc1	nt	?	-1.6%
CCOc1ccccc1/C=C(/NC(=O)c1ccccc1)C(=O)NC(C)c1ccccc1 (stereo not drawn)	-1.8%	?	23.1µM*
C=CCNC(=S)/C(=C(\[O-])c1ccc(Cl)cc1)[n+]1ccccc1	5.1%	10.2%	8.3%
CCCCCCCNC(=O)C1(CC2CC(c3ccc(Cl)cc3)=NO2)CCNCC1 (stereo not drawn)	nt	10.3µM*	8.2µM*
COCC(=O)NCc1nc2cccnc2n1Cc1ccc(F)cc1	1.1%	-0.5%	13.6%
CC[C@]12C(=O)N(C)C[C@H]([C@@H]3C(=O)N(C)C(=O)[C@@H]31)N2C(=O)c1ccc(Cl)cc1	nt	-17.1%	7.8%
CC(NC(=S)NC(=O)c1ccccc1)c1ccccc1 (stereo not drawn)	nt	-24.2%	0.3%
COc1ccc(N2CCN(C(=O)c3cc4c(s3)-c3c(C)cccc3OC4)CC2)cc1	-1.0%	-23.4%	-9.9%
Cc1cc(C)c(NC(=O)c2ccc(CN3CCc4ccccc4C3)cc2)c(C)c1	5.7%	11.6µM*	16.4µM*
COc1ccccc1CCc1nnc(CCC(=O)NC(C)Cc2cccs2)o1 (stereo not drawn)	-2.4%	4.3%	-7.0%
COc1cc2c(c(OC)c1OC)-c1c(cc3c(c1O)OCO3)C[C@@H](C)[C@@H](C)C2	3.5%	?	23.1µM*
CCc1nnc(NS(=O)(=O)c2ccc(NC(=O)c3cccc(OC(F)(F)C(F)F)c3)cc2)s1	nt	-8.3%	6.3%
O=C(COc1ccc(Cl)cc1)Nc1ccc(Cl)cn1	0.0%	-14.9%	0.5%
Cc1cccc2c(CC(=O)O)noc12	2.8%	-2.1%	0.1%
CC(C)CC(=O)N1CCN(Cc2ccc(Cl)cc2)CC1	nt	?	-3.0%

An excerpt from above, limited to TDP1 cell CPT and TDP1 block:
| SMILES | TDP1 cell CPT | TDP1 block |
| --- | --- | --- |
| CC[C@]12C(=O)N(C)C[C@H]([C@@H]3C(=O)N(C)C(=O)[C@@H]31)N2C(=O)c1ccc(Cl)cc1 | 7.8% | nt |
| CC(NC(=S)NC(=O)c1ccccc1)c1ccccc1 (stereo not drawn) | 0.3% | nt |

Continuation:
SMILES	TDP1 block	TDP1 cell noCPT	TDP1 cell CPT
Cc1cc(C(=O)NC2CCCCCCC2)ccc1[N+](=O)[O-]	nt	?	?
Cc1ccc(S(=O)(=O)N2CCOCC2)cc1C(=O)Nc1ccc(N2CCCCCC2)cc1	12.1%	4.61µM*	4.61µM*
Cc1nn2cnnc2c(C)c1Cc1ccc(Cl)cc1	nt	?	?
C[C@]12CCC(O)CC1=CCC1C2CC[C@]2(C)/C(=N\NC(N)=S)CCC12 (stereo partly drawn)	nt	-20.6%	-12.9%
CCCCCCn1c(SCCCC)nc2c1c(=O)[nH]c(=O)n2C	1.1%	?	-12.9%
Cc1ccc(S(=O)(=O)CC(O)COc2ccc(F)cc2Cl)cc1 (stereo not drawn)	5.4%	?	12.8%
COC(=O)CSCc1nc2ccccc2[nH]c1=O	-2.6%	-23.5%	-22.1%
NC(=O)c1c(NC(=O)c2cccnc2)sc2c1CCCCC2	nt	-28.1%	?
COCCCNC(=O)Cc1coc2ccc3ccccc3c12	1.2%	-3.3%	-16.4%
CC(C)(CNC(=O)Cc1ccc(Br)cc1)N1CCOCC1	nt	-5.4%	4.0%
COC(=O)C1(C(=O)OC)C[C@H](c2ccc(OC)cc2)N(Cc2ccccc2OC)[C@@H]1c1ccc(OC)cc1	nt	20.6µM*	?
CN(CC(=O)Nc1ccc(Cl)cc1)S(=O)(=O)c1ccc2c(c1)n(C)c(=O)c(=O)n2C	2.2%	2.3%	2.5%
c1ccc(CCc2nc(-c3cccnc3)no2)cc1	9.1%	-0.4%	-1.8%
O=C(O)CSC(C(=O)Nc1ccc(Br)cc1)c1ccc(Cl)cc1 (stereo not drawn)	4.8%	-18.6%	28.0%
COc1ccc(C(=O)c2sc3nc(-c4ccc(OC)cc4)ccc3c2N)cc1	nt	-10.8%	16.7%
Cc1cccc2sc(N(CCCN(C)C)C(=O)CN3C(=O)c4ccccc4C3=O)nc12	3.5%	?	?
O=C(Nc1ccc(OC(F)F)cc1)c1nc(SCc2ccccc2F)ncc1Cl	nt	12.6µM*	?
O=C(O)c1cccc(S(=O)(=O)Nc2ccc(Cc3ccncc3)cc2)c1	1.5%	24.0%	-13.5%
N#Cc1c(C(F)(F)F)cc(-c2cccs2)nc1N1CCCCC1	-8.2%	?	-14.9%
Cc1ccc(CNC(=O)CCCCn2c(=O)[nH]c3ccsc3c2=O)cc1	7.7%	-25.5%	-13.8%
Nc1nc2ccc(S(=O)(=O)N3CCCCC3)cc2s1	4.3%	9.2µM*	8.2µM*
CCOC(=O)C1CCCN(S(=O)(=O)c2cc3c(cc2C)NC(=O)CO3)C1 (stereo not drawn)	-3.9%	?	-23.3%
O=C(C(Cc1ccccc1)n1cccc1)N1CCCCC1 (stereo not drawn)	3.9%	-13.6%	-13.5%
Cc1ccc(/C(N)=N/OC(=O)Oc2ccccc2)cc1	6.6%	6.0%	-0.8%
COCc1cc(C)nc(SCC(=O)Nc2cc(C(F)(F)F)ccc2N2CCOCC2)c1C#N	5.8%	?	?
C[C@H]1CN([C@@H](C)CO)C(=O)CCCn2nncc2CO[C@H]1CN(C)C(=O)c1ccc(N2CCN(C)CC2)cc1	nt	1.7%	1.8%
COCCn1c(=O)c(-c2cccc(C#N)c2)nc2cnc(N3CCN(C)CC3)nc21	nt	0.0%	-5.7%
COc1ccccc1C(=O)NNC(=O)C(=O)NC1CCCCC1	8.4%	?	20.6µM*
CC(NC(=O)CN(C)Cc1nc2ccccc2c(=O)[nH]1)c1ccccc1 (stereo not drawn)	12.7%	3.2%	-5.4%
COC(=O)Cc1ccc(NC(=S)N2CCCC(CO)C2)cc1 (stereo not drawn)	-2.7%	-4.4%	-1.3%
CC(C)C[C@@H]1COc2cc(N3CC[C@H](O)C3)ccc2S(=O)(=O)N1	nt	-5.0%	-7.8%
Fc1cccc(Cc2noc(CN3CCOCC3)n2)c1	nt	3.0%	-12.0%
CSc1nc(C)cc(SCC(=O)N/N=C/c2ccccc2)n1	3.1%	-27.0%	-7.8%
C=CCNc1nc(-c2ccc(Cl)cc2)cs1	-3.8%	13.2%	-1.0%
CC1CCN(c2ccc([N+](=O)[O-])cc2C(=O)NCC2CCCO2)CC1 (stereo not drawn)	3.1%	-16.4%	-21.9%
COc1cccc(C2C(C(=O)OC(C)C)=C(C)N=c3s/c(=C\c4ccc(C(=O)O)cc4)c(=O)n32)c1 (stereo not drawn)	-6.3%	18.4µM*	-20.5%
Cc1nc2ncnn2c(C)c1CCC(=O)N1CCc2ccccc21	4.5%	-27.3%	-12.7%
COc1ccc(OC)c(CN2CCN(c3ccc(S(=O)(=O)N4CCCC4)cn3)CC2)c1	3.6%[56.1 µM]	?	?
CCCCOC(=O)/C(C#N)=C/c1ccc(-c2cccc(C(F)(F)F)c2)o1	0.4%[12.3 µM]	?	?
CCCCSc1nc(CCC)cc(=O)[nH]1	6.1%	-8.3%	?
CCOC(=O)C(NC(=O)CC(C)C)(Nc1sc2c(c1C(N)=O)CCCC2)C(F)(F)F (stereo not drawn)	0.0%	-25.5%	-15.0%
Cc1ccc(Cn2cc(S(=O)(=O)c3ccccc3)c(=O)c3cc(F)c(N4CCOCC4)cc32)cc1	5.0%	?	?
Cc1cc(C)cc(N(C(=O)c2snc(C(N)=O)c2N)C(C(=O)NCC2CCCO2)c2cccs2)c1 (stereo not drawn)	8.6%	25.9µM*	23.1µM*
CCS(=O)(=O)c1ccc(O)c(NC(=O)/C=C/c2ccc(Cl)cc2)c1	nt	-0.4%	-17.6%
COc1cccc(-c2oc3ccccc3c(=O)c2O)c1	9.4%[56.1 µM]	26.6µM*	26.6µM*
O=C(c1ccc(O)c(Cl)c1)N1CCN(S(=O)(=O)c2ccccc2)CC1	0.8%	?	?
O=C(c1ccco1)N1CCC(c2nc3c(nnn3Cc3c(Cl)cccc3Cl)c(=O)[nH]2)CC1	1.0%	?	-18.1%
Cc1cccc(CN2CCN(C3CN(Cc4cn(Cc5ccccc5)nn4)S(=O)(=O)C3)CC2)c1 (stereo not drawn)	nt	?	?
C=C(c1ccc(OCCO)cc1)c1ccc(OCCO)cc1	1.1%	?	-27.7%
Cc1cccc(NC(=O)N(Cc2nc3ccccc3c(=O)[nH]2)C2CCCC2)c1	4.1%	-17.9%	-2.2%
Continuation:
SMILES	TDP1 block	TDP1 cell noCPT	TDP1 cell CPT
CC1=NN(Cc2ccccc2)C(=O)C1C(c1ccccc1)C(C#N)C#N (stereo not drawn)	5.0%	25.9µM*	20.6µM*
Cc1c(NC(=O)C(C)Sc2nccn2C)c(=O)n(-c2ccccc2)n1C (stereo not drawn)	-1.2%	0.3%	-1.2%
CC(C)N1CCN(CC2COc3ccccc3O2)CC1 (stereo not drawn)	nt	-9.2%	-0.3%
Cc1ccc(C)c2nc(N3CCCC3)c(C#N)cc12	1.9%	-17.9%	-0.6%
CC1=CCP(=O)(c2ccccc2)C1 (stereo not drawn)	5.8%	-19.0%	-8.8%
O=C(CNC(=O)c1ccc(Cl)cc1Cl)NCC(=O)Nc1ccccc1N1CCOCC1	4.1%	?	-14.2%
CCOC(=O)N1CCN(C(=O)CSCC(=O)N=c2sc3ccccc3n2C)CC1	-1.0%	?	16.4µM*
CCCCc1cc(=O)oc2cc(OCC(=O)NC3CCN(Cc4ccccc4)CC3)ccc12	1.6%	?	?
CC1CCN(C(=O)Cn2c(=O)n(CCCCCC(=O)NCc3ccccc3Cl)c(=O)c3sccc32)CC1	0.0%	10.3µM*	?
COc1ccc2nc(NC(=O)c3cc(S(=O)(=O)N4CCOCC4)ccc3C)sc2c1	0.0%	18.4µM*	?
O=C(NC(=S)Nc1ccccc1N1CCOCC1)c1ccco1	0.6%	?	?
COc1cc(C(=O)NC2CCN(CC(=O)Nc3cccc(C)c3C)CC2)cc(OC)c1OC	nt	?	18.4µM*
COc1cc(/C=N/NC(=O)c2ccccc2O)ccc1OCC(=O)Nc1ccccc1	nt	?	?
CC1(C)CC(=O)C(C=NCCc2ccccn2)=C(O)C1	2.3%	-6.5%	3.1%
CC1=C(C(=O)Nc2ccccn2)C(c2cn(C)nc2C)C2=C(CCCC2=O)N1 (stereo not drawn)	4.8%	26.5%	0.5%
CCCc1cc(=O)[nH]c(Nc2cccc(Cl)c2Cl)n1	3.7%	?	?
